QS inhibitor: inhibitors of bacterial quorum sensing in S. aureus; S. aureus RN6390 RNAIII-GFP reporter, AIP-induced, flow cytometry 3 h; inhibition, % at 2 µM; hit rate 0.3% among 24,000;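 active = share of bacteria positive for the green fluorescent reporter and its mean brightness both inhibited by 50% or more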;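 also: 0% = AIP-stimulated control and 100% = unstimulated bacteria without AIP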
QS inhibitor GFP MFI %: recorded beside QS inhibitor, whose call it bears; inhibition, %; measured here: inhibition of GFP MFI
Numbers without * were called inactive. An excerpt; rates above refer to the full screens.

SMILES	QS inhibitor	QS inhibitor GFP MFI %
CCCS(=O)(=O)N1CCC(C(=O)NCc2ccco2)CC1	-1.8	-0.1
C=CCNC(=O)C1CC(=O)N(c2ccc(C)cc2)C1 (stereo unspecified)	0.0	1.4
O=C1OCc2cc(NC(=O)C3CCCO3)ccc21 (stereo unspecified)	0.3	44.7
CC(C)(C)C1=Nn2c(nnc2-c2n[nH]c3c2CCC3)SC1	-1.1	1.4
O=C(Nc1ccccc1)N(O)c1ccc(Cl)cc1	-0.7	-19.6
O=C(Nc1c(C(=O)N2CCCCC2)cnn1-c1ccccc1)c1ccccc1	-2.8	-4.9
CC1CC(=O)N(CC(=O)Nc2ccc3c(c2)OCO3)c2ccccc2S1 (stereo unspecified)	-0.8	0.2
COC(=O)CN1C(=O)C(O)(CC(=O)c2ccc(Cl)cc2)c2ccccc21 (stereo unspecified)	0.7	8.6
N#Cc1ccccc1NC(=O)Nc1cccs1	-2.4	-11.5
COc1cccc(CNC(=O)c2nnn(CC(=O)Nc3ccc(C)c(C)c3)c2N)c1	-2.4	-6.6
O=c1c2cccnc2[nH]c(=S)n1CCCN1CCN(c2ccc(F)cc2)CC1	1.1	6.0
CC(C)CN1C(=O)NC(NC(=O)c2cccs2)(C(F)(F)F)C1=O (stereo unspecified)	-1.4	-5.2
CC1CC(=O)N(CC(=O)NCc2ccc3c(c2)OCO3)c2ccccc2S1 (stereo unspecified)	4.8	17.5
O=C(CN1C(=O)NC2(CCCCCC2)C1=O)N1CCC(Cc2ccccc2)CC1	1.9	6.2
O=C1C2CCCN2C(c2ccccc2)N1c1nccs1 (stereo unspecified)	-1.0	-12.1
CC(=O)NCC(=O)N(c1c(C)n(C)n(-c2ccccc2)c1=O)C1(C(=O)NC2CCCC2)CCCCC1	-3.1	-12.6
O=C(NCCc1ccc(Cl)cc1)C1CCN(S(=O)(=O)c2cccc3nonc23)CC1	-1.3	-2.8
COc1ccc(OC)c(CNC(=O)COc2cc(=O)n(C)c3ccccc23)c1	2.7	16.1
COc1ccc(-c2noc(N(C)CC(=O)Nc3cccc(C(F)(F)F)c3)n2)cc1	11.3	15.8
O=C(c1cccc(Cl)c1)N1CCN(C2CCCCCC2)CC1	1.3	7.1
Cc1ccc2c(c1)N(CCCC(=O)NCCCN1CCCC1=O)C(=O)CO2	-1.8	4.0
Cc1ccc2c(c1)NC(=O)C(CC(=O)NC1CCCCC1C)O2 (stereo unspecified)	0.5	4.7
Cn1c(Cl)nc2ccccc21	-0.2	-8.0
Cc1csc2ncc(C(=O)Nc3ccccc3Cl)c(=O)n12	0.5	7.9
O=c1cc(N2CCC3(CC2)OCCO3)[nH]c(=O)n1C1CCCCC1	-10.0	-20.3
SMILES	QS inhibitor	QS inhibitor GFP MFI %
CCN(CCCn1c(=S)[nH]c2ncccc2c1=O)c1ccccc1	-2.8	-23.0
Cc1cc(C(=O)Nc2nc3c(s2)CCCC3)cs1	3.9	8.5
CC(=O)Nc1ccc(-c2cc3ccccc3o2)cc1	-0.2	-0.7
O=C(CN1C(=O)CCS(=O)(=O)c2ccccc21)Nc1cccc(Cl)c1	-5.7	-32.9
CCc1ccc(N/C(SCc2cccc(F)c2)=C(/C#N)C(=O)NCc2ccco2)cc1	65.3*	75.8*
CCN(CCCNC(=O)C1CCC(=O)N1C1CCCC1)c1cccc(C)c1 (stereo unspecified)	0.3	-9.1
CCOc1ccc(CNC(=O)C2CCCN(S(C)(=O)=O)C2)cc1OC (stereo unspecified)	1.6	4.2
C=CCn1cc(C(=O)NCc2ccco2)c(=O)c2cc(S(=O)(=O)N3CCCCCC3)ccc21	35.5	40.2
C=CCSc1nnc(Cc2cc(=O)[nH]c(=O)[nH]2)n1-c1cc(C)ccc1C	1.1	2.6
COc1cc(NC(=O)c2cc(C(C)C)on2)cc(OC)c1OC	-1.0	0.6
N#CC1=C(N)OC2=C(C(=O)CCC2)C1CCc1ccccc1 (stereo unspecified)	11.1	34.0
CCOC(=O)C1CCN(C(=O)c2n[nH]c(=O)c3ccccc23)CC1	2.1	16.9
CCOc1cc2oc(=O)c3c(c2cc1Cl)CCC3	-0.2	-10.2
Cc1ccc(N(CC(=O)NCc2ccc3c(c2)OCO3)S(=O)(=O)c2c(C)noc2C)cc1	5.7	32.8
CC(C)Sc1nc(N2CCCC2)c2c(c1C#N)CC(C)(C)OC2	3.2	38.9
Cc1cc(C)cc(NC(=O)C2CCCN(c3nccc(C)n3)C2)c1 (stereo unspecified)	2.2	10.9
CC(C)NC(=O)CCCc1cn(C)c2ccccc12	-0.5	3.7
Cc1ccc(S(=O)(=O)c2nc(-c3cccs3)oc2SCC(N)=O)cc1	-4.1	-3.7
CCOC(=O)CSc1nc2sc(C)c(C)c2c(=O)[nH]1	7.8	17.2
Cc1csc2nc(CSc3nc4ccccc4o3)c(Br)n12	-0.3	37.3
COc1ccc(S(=O)(=O)Cc2ccc(C(=O)N3CCc4ccccc4C3)o2)cc1	-1.6	-7.3
O=c1cc(Nc2ccc3c(c2)OCCO3)[nH]c(=O)n1C1CCCCC1	-4.6	-1.6
CCCOc1ccc2oc(=O)c3c(c2c1)CCCN3C(=O)CN1CCN(c2ncccn2)CC1	2.3	9.6
COc1ccc(CNC(=O)c2onc(C)c2Cl)cc1	0.2	6.5
CCOC(=O)c1c(-c2ccccc2)nnn1-c1nc(OCC)nc(N2CCCCC2)n1	-0.8	-4.7
SMILES	QS inhibitor	QS inhibitor GFP MFI %
Cc1ccccc1S(=O)(=O)Cc1ccc(C(=O)N2CCN(c3cccc(C)c3C)CC2)o1	1.9	-7.4
CCOc1ccc(C(=O)CN2CCN(S(=O)(=O)c3ccc(F)cc3)CC2)cc1	-1.2	-15.7
CCCCn1c(NCc2ccccc2O)nc2ccccc21	-3.3	-3.2
CCOC(=O)c1ccc(CC2S/C(=C(\C#N)C(C)=O)NC2=O)cc1 (stereo unspecified)	-0.2	25.6
Cn1c(C(=O)N2CCC(C(=O)N3CCOCC3)CC2)cc2sccc21	19.2	42.6
CCC1CCCCN1CCCNC(=O)c1cn(CC(C)C)c(=O)c2cc(OC)c(OC)cc12 (stereo unspecified)	-1.7	-2.6
COc1ccccc1N1CCN(C(=O)c2cc(-c3ccco3)on2)CC1	2.5	27.6
Cc1nc(/N=C\N(C)C)sc1C(=O)Nc1ccccc1	-0.1	-2.2
O=S1(=O)CCC(NS(=O)(=O)/C=C/c2ccccc2)C1 (stereo unspecified)	-4.0	-7.9
CCC(=O)N1CCc2cc(S(=O)(=O)CCC(=O)Nc3ccc(CC)cc3)ccc21	-2.8	-6.6
CC(=O)Nc1nc(C)c(-c2csc(Nc3ccc(O)cc3)n2)s1	-0.2	-2.4
O=C(CN1CCCC1)Nc1ccc(NC(=O)Nc2ccccc2)cc1	-0.5	-12.2
O=C(c1ccc(C(=O)N2CCN(c3ccccc3F)CC2)nc1)N1CCN(c2ccccc2F)CC1	0.8	26.9
CCOc1cc2[nH]c(=O)n(CCc3ccc(OC)c(OC)c3)c(=O)c2cc1OCC	-10.4	-14.8
O=C(NCCCN1CCCC1=O)c1ccc2c(c1)NC(=O)C(N1CCOCC1)S2 (stereo unspecified)	-0.6	-0.1
Cc1cccc(N(C)C(=O)c2cc3cc4ccc(C)cc4nc3o2)c1	5.5	-1.1
COC(=O)c1nnn(CC(=O)Nc2cccc(Cl)c2C)c1C(=O)OC	-4.0	-30.4
Cc1cc(C2C(C#N)=C(N)SC(N)=C2C#N)c(C)s1	0.8	9.5
Cc1cc(C)n2nc(SCC(=O)N(C)Cc3ccccc3)nc2n1	-0.2	10.1
COc1ccc(S(=O)(=O)NCc2csc(C)n2)cc1	-2.6	-7.2
Cc1ccccc1C(=O)N1CCC(C(=O)Nc2ccc3c(c2)OCO3)CC1	0.1	19.5
COc1ccc(-c2ccc(=O)n(CC(=O)NCc3ccco3)n2)cc1	4.0	6.4
CCOC(=O)CNC(=O)CN1C(=O)CCS(=O)(=O)c2ccccc21	-4.0	-31.1
CCOc1ccc(N(CC(=O)NC2CCCC(C)C2C)S(=O)(=O)c2c(C)noc2C)cc1 (stereo unspecified)	3.3	10.4
CSC1=NCCN1C(=O)C(C)Oc1ccccc1 (stereo unspecified)	-4.4	-26.0

21 of these compounds, reformatted:
QS inhibitor	QS inhibitor GFP MFI %	smiles
1.9	-7.4	Cc1ccccc1S(=O)(=O)Cc1ccc(C(=O)N2CCN(c3cccc(C)c3C)CC2)o1
-1.2	-15.7	CCOc1ccc(C(=O)CN2CCN(S(=O)(=O)c3ccc(F)cc3)CC2)cc1
-3.3	-3.2	CCCCn1c(NCc2ccccc2O)nc2ccccc21
-0.2	25.6	CCOC(=O)c1ccc(CC2S/C(=C(\C#N)C(C)=O)NC2=O)cc1 (stereo unspecified)
19.2	42.6	Cn1c(C(=O)N2CCC(C(=O)N3CCOCC3)CC2)cc2sccc21
-1.7	-2.6	CCC1CCCCN1CCCNC(=O)c1cn(CC(C)C)c(=O)c2cc(OC)c(OC)cc12 (stereo unspecified)
2.5	27.6	COc1ccccc1N1CCN(C(=O)c2cc(-c3ccco3)on2)CC1
-0.1	-2.2	Cc1nc(/N=C\N(C)C)sc1C(=O)Nc1ccccc1
-4.0	-7.9	O=S1(=O)CCC(NS(=O)(=O)/C=C/c2ccccc2)C1 (stereo unspecified)
-2.8	-6.6	CCC(=O)N1CCc2cc(S(=O)(=O)CCC(=O)Nc3ccc(CC)cc3)ccc21
-0.2	-2.4	CC(=O)Nc1nc(C)c(-c2csc(Nc3ccc(O)cc3)n2)s1
-0.5	-12.2	O=C(CN1CCCC1)Nc1ccc(NC(=O)Nc2ccccc2)cc1
0.8	26.9	O=C(c1ccc(C(=O)N2CCN(c3ccccc3F)CC2)nc1)N1CCN(c2ccccc2F)CC1
-10.4	-14.8	CCOc1cc2[nH]c(=O)n(CCc3ccc(OC)c(OC)c3)c(=O)c2cc1OCC
-0.6	-0.1	O=C(NCCCN1CCCC1=O)c1ccc2c(c1)NC(=O)C(N1CCOCC1)S2 (stereo unspecified)
5.5	-1.1	Cc1cccc(N(C)C(=O)c2cc3cc4ccc(C)cc4nc3o2)c1
-4.0	-30.4	COC(=O)c1nnn(CC(=O)Nc2cccc(Cl)c2C)c1C(=O)OC
0.8	9.5	Cc1cc(C2C(C#N)=C(N)SC(N)=C2C#N)c(C)s1
-0.2	10.1	Cc1cc(C)n2nc(SCC(=O)N(C)Cc3ccccc3)nc2n1
-2.6	-7.2	COc1ccc(S(=O)(=O)NCc2csc(C)n2)cc1
0.1	19.5	Cc1ccccc1C(=O)N1CCC(C(=O)Nc2ccc3c(c2)OCO3)CC1

Other results follow.
SMILES	QS inhibitor	QS inhibitor GFP MFI %
O=C1CSC(c2cn(-c3ccccc3)nc2-c2cccs2)N1CC1CCCO1 (stereo unspecified)	0.6	33.5
CC(c1nnc(SCC(=O)Nc2sccc2C#N)n1-c1ccc(Cl)cc1)N(C)C (stereo unspecified)	4.9	25.2
CCC1(C)Nc2ccccc2C(=O)N1O (stereo unspecified)	7.5	13.6
Cc1ccnc(N2CCN(C(=O)CSc3nc4ccccc4nc3N3CCCCC3)CC2)c1	3.2	44.4
COc1ccccc1N1CCN(C(=O)c2ccc(N3CCCC3=O)cc2)CC1	-6.8	-14.2
CCOC(=O)N1CCC(NS(=O)(=O)c2cc3c(cc2C)NC(=O)CO3)CC1	-5.2	-7.2
CSc1cccc(NC(=O)c2nnn(Cc3ccccc3)c2N)c1	-3.8	-40.8
COCCn1c(CN(Cc2ccccc2)Cc2ccccc2)nc2c1c(=O)n(C)c(=O)n2C	0.2	3.2
Fc1ccc(Br)cc1C1C=C(c2ccc(Br)s2)Nc2ncnn21 (stereo unspecified)	11.4	17.3
CCN1CCN(CC(O)COc2ccc(C(C)=O)cc2)CC1 (stereo unspecified)	-0.7	-2.7
COc1cc(C2c3c(oc4ccccc4c3=O)C(=O)N2c2ccc(C)cn2)ccc1O (stereo unspecified)	0.9	7.6
Cc1c(C(=O)Nc2ccncc2)oc2c1C(=O)CC(C)(C)C2	0.0	5.7
Nc1scc(-c2ccncc2)c1Cl	0.4	15.1
CN(c1ccccc1)S(=O)(=O)c1ccc(C(=O)OCC(=O)NCc2ccco2)cc1	5.7	11.7
Cc1ccc2nc(C3CCN(CC(=O)N4CCCCCC4)CC3)[nH]c2c1	0.0	-2.4
COc1cc2c(C)nc(C)c(C#N)c2cc1OC	-0.4	-10.5
O=C1c2ccccc2C(O)N1Cc1ccccc1Cl (stereo unspecified)	-6.5	-6.7
O=C(CSCc1n[nH]c(=O)[nH]1)NCCOc1cccc(Oc2ccccc2)c1	-1.5	-10.0
O=C(Nc1ccc(N2CCCC2=O)cc1)c1cccc(F)c1	-2.6	-14.1
CCOC(=O)N1CCC(N(CCOC)C(=O)Nc2ccc(Cl)c(Cl)c2)CC1	0.2	-60.2
CCCn1c(SCC(=O)NC(=O)NCc2ccco2)n[nH]c1=O	-2.7	-3.9
FC(F)(F)COc1nc(N2CCCCC2)nc(N2CCNCC2)n1	0.0	-6.1
COc1ccc(N2C(=O)CC(c3ccc(OC(C)C)cc3)C2=O)cc1 (stereo unspecified)	-4.7	0.2
CCOC(=O)CSC1=C(C#N)C(c2ccccc2F)C(C(C)=O)=C(C)N1 (stereo unspecified)	-0.5	9.2
CC1CCCN(C(=O)C23CCC(C)(C(=O)C2)C3(C)C)C1 (stereo unspecified)	-0.3	2.7

Compound activity as filed in PubChem.
